Hck Nef HTS – blocks Nef-activated human Hck kinase; P08631; Recombinant Hck-YEEI plus Nef, Z-Lyte FRET kinase assay; inhibition, % at 20 µM; hit rate 0.68% among 220,000; AID 463187;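 active means Hck-Nef kinase inhibition above about 50%, limit read from the data; inactive means inhibition below that limit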;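 further: 0% = DMSO with Hck plus Nef and 100% = Hck alone without Nef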
Target sequence (P08631 whole entry, looked up): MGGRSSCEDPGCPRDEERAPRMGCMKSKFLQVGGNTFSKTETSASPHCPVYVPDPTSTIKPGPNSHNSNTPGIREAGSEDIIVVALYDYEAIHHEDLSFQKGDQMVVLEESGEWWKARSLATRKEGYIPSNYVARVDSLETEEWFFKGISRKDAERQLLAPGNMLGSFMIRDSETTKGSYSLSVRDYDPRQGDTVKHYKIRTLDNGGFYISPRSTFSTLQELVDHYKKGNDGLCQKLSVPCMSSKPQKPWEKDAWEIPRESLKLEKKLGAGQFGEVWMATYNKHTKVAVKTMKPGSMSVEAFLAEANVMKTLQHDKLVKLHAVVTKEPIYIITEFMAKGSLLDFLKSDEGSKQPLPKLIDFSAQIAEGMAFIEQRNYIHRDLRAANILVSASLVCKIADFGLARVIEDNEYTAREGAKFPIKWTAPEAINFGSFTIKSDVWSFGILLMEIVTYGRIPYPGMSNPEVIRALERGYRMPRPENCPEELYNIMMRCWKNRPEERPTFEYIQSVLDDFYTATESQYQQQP
FXIIa inh 1536 – inhibitors of human coagulation factor XIIa; AID 800; P00748; inhibition, % at 5 µM; purified FXIIa, Boc-QGR-AMC fluorogenic substrate, 2 h; hit rate 0.3% among 220,000; in the data active means inhibition above about 40%;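 further: 0% = enzyme with no compound and 100% = blank without enzyme; many of its hits are not listed in these tables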
FXIa inh 1536 – blocks human coagulation factor XIa protease activity; inhibition, % at 5 µM; P03951; purified FXIa, Boc-Glu-Ala-Arg-AMC fluorogenic substrate; AID 798; hit rate 0.14% among 220,000;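 active means inhibition of at least 40%; inactive means inhibition below 40%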;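 further: fluorescence of freed AMC excited at 355 nm; 0% = enzyme without compound and 100% = no enzyme blank; many of its hits are not listed in these tables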
hK5 inh – kallikrein 5 (human) inhibition; hit rate 0.59% among 210,000; inhibition, % at 5 µM; recombinant hK5, fluorogenic AMC substrate cleavage;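 active means inhibition of 40% or more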;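 further: 0% = enzyme controls without compound and 100% = no-enzyme blanks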
Target sequence (Q9Y337 67-293 limits assumed): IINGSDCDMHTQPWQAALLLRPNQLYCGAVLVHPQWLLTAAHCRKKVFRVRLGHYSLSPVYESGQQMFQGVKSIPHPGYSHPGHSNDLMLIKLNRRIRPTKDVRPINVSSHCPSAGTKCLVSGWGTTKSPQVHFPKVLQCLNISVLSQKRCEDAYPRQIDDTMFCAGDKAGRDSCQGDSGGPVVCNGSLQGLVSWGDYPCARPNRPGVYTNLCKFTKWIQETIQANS
thrombin 1536 – inhibitors of human thrombin; hit rate 0.26% among 220,000; alpha-thrombin, Boc-VPR-AMC fluorogenic substrate cleavage; inhibition, % at 5 µM; AID 1046; P00734;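 active means inhibition at or above 40%; inactive means inhibition below 40%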;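 further: 0% = enzyme with no compound and 100% = wells without enzyme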
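Material: Human alpha-thrombin protein | Buffer or medium: pH 7.5 Tris-saline with Tween 20 | Reagent: Boc-VPR-AMC substrate, 15 µM final | Schedule: Reaction at ambient temperature | Detection: AMC fluorescence at 355 nm excitation and 460 nm emission | Evaluation: Percent inhibition scaled between no-compound controls and no-enzyme blanks | Controls: no-compound enzyme wells and no-enzyme blanks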
Wee1 degr inh – inhibitors of human Wee1 degradation | HeLa Luc-Wee1K328M stability, luciferase luminescence; 100% = proteasome inhibitor MG132 effect | reporter increase, % at 5 µM | hit rate 1.2% among 220,000 | AID 1321;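 active means activation above the mean of all tested compounds plus 3 SD, set per screening run, cut at about 8.8% in these data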;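 further: cells exposed to compound for 20 h before luminescence read; 0% = DMSO alone and 100% = MG132 at 30 µM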
Runt-CBFb FRET – Runt domain-CBFb interaction inhibition | Q01196+Q13951 | Cerulean-Runt/Venus-CBFb FRET ratio 530/480, 1 h | inhibition, % at 20 µM | hit rate 0.46% among 220,000 | AID 1496;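 active means inhibition over about 50% at 20 µM in the single-dose screen, limit read from the data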;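 further: 0% = DMSO wells and 100% = excess unlabeled CBFb competitor control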
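test system = Cerulean-Runt domain fusion protein, energy donor | probe or stimulus = Venus-CBFb binding partner, 100 nM | incubation = two 1 h room-temperature incubations shielded from light | detection = fluorescence energy transfer, 422 nm excitation, 530/480 nm emission | measure = loss of energy transfer signal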
14-3-3 Bad PPI – disrupts binding of bovine 14-3-3 zeta to phospho-Bad peptide; P63103; inhibition, % at 21.7 µM; TR-FRET 14-3-3zeta/Dy647-pBad peptide displacement, 1 h; hit rate 0.71% among 220,000;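 active means inhibition above about 70%, limit read from the data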;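 further: 0% = full 14-3-3 plus peptide FRET controls and 100% = background without 14-3-3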
Target sequence (P63103 whole entry, looked up): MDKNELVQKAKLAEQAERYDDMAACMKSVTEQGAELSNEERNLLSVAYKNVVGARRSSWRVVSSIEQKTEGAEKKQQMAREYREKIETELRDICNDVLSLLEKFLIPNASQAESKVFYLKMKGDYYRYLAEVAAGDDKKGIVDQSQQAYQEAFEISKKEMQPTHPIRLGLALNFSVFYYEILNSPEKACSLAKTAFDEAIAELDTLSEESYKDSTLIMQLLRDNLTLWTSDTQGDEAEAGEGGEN
Runt-SMMHC FRET – Runt domain-CBFb-SMMHC interaction inhibition. Q01196+Q13951. Cerulean-Runt/Venus-CBFb-SMMHC FRET ratio 530/480, 1 h. inhibition, % at 20 µM. hit rate 0.74% among 220,000. AID 1434;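 active means mean inhibition across duplicate retests at 20 µM reaching about 50%, limit read from the data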;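 further: 0% = DMSO wells and 100% = wells with excess untagged CBFb-SMMHC; inhibitors lower the FRET ratio by blocking Runt binding to CBFb-SMMHC; some results filed as inactive read as strong as hits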
Numbers without * were called inactive; . = no result given; [ ] = remark or other dose.

Hck Nef HTS	FXIIa inh 1536	FXIa inh 1536	hK5 inh	thrombin 1536	Wee1 degr inh	Runt-CBFb FRET	14-3-3 Bad PPI	Runt-SMMHC FRET	structure
-2	2	-9	8	-5	-1	4	18	6	C=CCc1c(C)[nH]c(=S)c(C#N)c1C
18	1	-6	-1	-6	-4	0	-2	2	CCC(C)(C)NC(=O)C(c1ccncc1)N(C(=O)c1sc(C)nc1C)c1ccc(C)cc1 (stereo not drawn)
2	6	-22	7	1	7	5	82*[fluorescence artefact?]	2	S=c1[nH]nc(-c2ccc3ccccc3n2)o1
3	4	7	-20	-10	-1	0	0[fluorescence artefact?]	12	CCC(C)C(NC(N)=O)C(=O)Nc1ccc(C)c(Cl)c1 (stereo not drawn)
8	19	-1	0	-3	-2	0	-6	2	Cc1cc(C#N)c(C)n1-c1cc(C(F)(F)F)ccc1N1CCOCC1
3	13	7	-5	-3	0	-4	4[fluorescence artefact?]	-6	CCOc1ccc(-c2nc(CSCC(=O)N3CCN(c4cccc(OC)c4)CC3)c(C)o2)cc1
1	0	-6	-12	-4	4	9	-2	-2	COc1ccccc1N1CCN(C(=O)c2ccc3c(=O)n(Cc4ccco4)c(=S)[nH]c3c2)CC1
0	15	8	-1	5	6	-1	7	-2	C=CCNC(=O)c1ccc2nccnc2c1
8	11	9	-9	2	2	-2	-3	-2	COc1ccc(-c2cn3ccc4ccccc4c3n2)cc1
16	5	-9	-5	-21	0	2	-7	-4	O=C(NCc1ccncc1)c1cn(-c2ccccc2)nc1-c1cccnc1
0	-18	-10	-18	-11	5	0	0	-1	Cc1ccc(S(=O)(=O)N(c2nc(N(C)C)nc(N(C)C)n2)n2cnnc2)cc1
2	13	14	17	0	1	0	-6	1	Cc1ccc(NC(=O)CSCC(=O)NCCc2ccccn2)c(C)c1
-5	8	-8	-9	-12	-1	-1	-1[fluorescence artefact?]	3	O=C(Nc1ccc(Oc2cccnc2)cc1)c1cccc([N+](=O)[O-])c1
-4	9	-2	-16	-5	-2	-1	9	4	CN(Cc1ccccc1)C(=O)c1c[nH]c2ccc(S(=O)(=O)N3CCOCC3)cc2c1=O
2	11	1	-7	-1	-2	-1	8	-4	COCCNC(=O)COc1ccc(Br)cc1Cl
-1	-3	-3	2	0	1	1	-1	0	O=C(Nc1ccc(Cl)cc1C(=O)NCCN1CCOCC1)c1ccc(Cl)cc1Cl
18	0	-1	16	16	3	.	-3	-3	CCOC(=O)CCc1c(C)c2c(C)nn(-c3ccccc3)c2[nH]c1=O
56*	-13	1	-12	-6	0	88*	-14	.	CCCOc1ccc(C2C(C(=O)OC)=CN(CCOC)C=C2C(=O)OC)cc1
4	-8	-7	-123	-6	2	5	-12	4	Cn1c(=O)c2[nH]c(-c3ccccc3O)nc2n(C)c1=O
-3	-12	2	-3	0	3	-2	-8	5	Cc1cccc(OCC(=O)Nc2ccc(N3CCN(C(=O)c4ccccc4)CC3)cc2)c1

Continued:
Hck Nef HTS	FXIIa inh 1536	FXIa inh 1536	hK5 inh	thrombin 1536	Wee1 degr inh	Runt-CBFb FRET	14-3-3 Bad PPI	Runt-SMMHC FRET	structure
2	10	1	-3	-2	-4	0	-2	3	CCc1nc2c(c(=O)c3ccccc3n2C)c(=O)n1C1CCCCCC1
16	5	-1	5	-4	5	0	-9	0	CCOC(=O)C1(CCc2ccccc2)CCN(C(=O)[C@@H]2C[C@@H](C)NC(=S)N2)CC1
8	9	-4	-10	-8	-1	0	4	-4	O=C1CCC(=O)N1OCCOc1ccc2c(c1)CCC2
-8	24	18	-26	-1	0	0	11	1	COc1cc(NC(=O)c2cc(-n3cnnc3)ccc2Cl)cc(OC)c1
17	4	0	-1	0	.	-7	-1	-5	C[C@H](NC(=O)c1nc[nH]c1C(=O)N[C@@H](CCCCNC(=O)OC(C)(C)C)C(=O)OC(C)(C)C)C(=O)OC(C)(C)C
16	7	-3	-5	-8	-2	12	-9	22	FC(F)(F)c1cccc(NCc2n[nH]c(=S)n2C2CCCCC2)c1
-3	3	5	-5	12	2	0	29[fluorescence artefact?]	-1	Cc1nn(C)cc1C(C(=O)NC1CCCCC1)N(C(=O)Cc1cccs1)c1ccc(F)cc1 (stereo not drawn)
15	4	12	-9	3	-3	-1	-16	-5	O=C(O)CCC(=O)Nc1cccc(C(=O)Nc2ccc(Br)cc2)c1
5	13	0	-12	-2	1	0	32[fluorescence artefact?]	0	CC1CN(CCOc2ccc(Cl)cc2Cl)CC(C)O1 (stereo not drawn)
23	6	-2	-3	-7	3	-1	-7	1	Cc1ccsc1CN(C)Cc1nc(C2CC2)no1
1	7	-3	-17	-2	0	29	50	-6	COc1ccccc1Nc1nc(-c2sc(NC(=O)c3ccc([N+](=O)[O-])cc3)nc2C)cs1
-1	5	1	-10	-3	-2	-3	22	-1	COc1ccc(O[C@H]2C=C[C@@H](c3ccccc3)O[C@@H]2CO/N=C(\C)CCN2CCc3nc(-c4ccccc4)c(-c4ccccc4)cc3C2)cc1
23	6	-2	-3	-4	-2	0	-11	-2	O=C(CSc1ncccc1C(=O)O)c1ccccc1F
25	2	-4	-11	4	0	1	-23	1	Cc1nc2ccc(NC(=O)COc3ccccc3F)cc2s1
1	5	-5	6	0	-2	-3	-11	3	Cc1ccc(C(=O)CSc2nnnn2C(C)C)c(C)c1
1	5	-12	-1	-2	2	-2	-7[fluorescence artefact?]	2	CCCCN1C2=NCCCN2c2ccccc21
1	5	-3	-8	-15	-1	2	-2	1	Cc1ccccc1NC(=O)CSC1=NCCN1
1	-5	-5	-21	2	-1	1	.	6	O=C1CCCN1CN(C(=O)c1ccc2c(c1)OCO2)c1cccc(Cl)c1
17	3	-4	-5	-1	-2	1	-3	-1	CC(=O)N(c1nc(CCl)cs1)c1ccc(C)cc1C
13	8	9	-26	-1	-1	0	-15[fluorescence artefact?]	3	Cc1c(C)c2ccc(OS(C)(=O)=O)cc2oc1=O

The listing continues.
Hck Nef HTS	FXIIa inh 1536	FXIa inh 1536	hK5 inh	thrombin 1536	Wee1 degr inh	Runt-CBFb FRET	14-3-3 Bad PPI	Runt-SMMHC FRET	structure
3	7	6	-15	-5	-4	0	12[fluorescence artefact?]	0	CC(NC(=O)Cc1ccccc1)c1cc2c(cc1Br)OCCCO2 (stereo not drawn)
-1	-2	-9	2	-6	-2	2	36	-4	O=[N+]([O-])c1cccc(CN(CCO)Cc2ccccc2)c1
14	5	-5	-2	-12	-2	0	-2	-1	O=C(O)Cc1csc(NC(=O)CSc2nnnn2-c2ccc(O)cc2)n1
7	16	8	-2	5	0	-1	1	-1	CC1N(O)C(C)(C)C(c2ccccc2)=[N+]1[O-] (stereo not drawn)
-1	9	8	107*	104*	0	1	-2	-3	Cc1c(C(=O)N2CCC(C(N)=O)CC2)sc(N)c1C#N
3	7	9	-9	-4	1	-2	1[fluorescence artefact?]	3	CCNC(=O)NC(=O)C(C)OC(=O)C1CCN(S(=O)(=O)c2ccccc2F)CC1 (stereo not drawn)
-3	6	0	-1	-4	0	0	-7	4	CCOC(=O)c1nnn(-c2nc(OC)nc(N(C)C)n2)c1-c1ccccc1
1	5	6	-10	0	5	-5	-4	-2	CCCCOC(=O)c1ccc(NC(=S)NC(=O)c2c(Cl)cnn2CC)cc1
0	20	1	-9	4	5	1	-6	6	Cc1cc(C)cc(OCC(=O)Nc2ccc(F)cc2)c1
1	-5	6	-6	-1	0	6	5	5	Nn1c(-c2cccc(Br)c2)n[nH]c1=S
10	15	4	-1	6	2	3	2	-3	CCN(C(=O)COc1ccccc1)c1nnc(-c2cccnc2)s1
18	11	3	5	1	8	3	-4	-4	CCn1c(=O)cc(SCC(=O)NCCCN2CCC(C)CC2)c2ccccc21
0	21	0	-35	2	-1	-4	-5	3	CC(C)CC(OC(=O)c1cccs1)C(=O)NCc1ccco1 (stereo not drawn)
0	11	-6	-15	-12	-1	2	11	1	NNC(=O)C=C1CCN(c2ncc(C(F)(F)F)cc2Cl)CC1
3	16	5	-3	4	-1	1	-9	2	CCOc1ccc(NC(=O)CSc2nnc(C3CC3)n2N)cc1
1	-10	-6	11	-3	-1	-2	14	0	COc1ccc(C2CC(=O)c3c(ccc4ccccc34)N2)cc1OC (stereo not drawn)
-1	13	-3	-10	0	0	-3	-2	1	Cn1c2ccccc2c2ncn(CCC3=CCCCC3)c(=O)c21
18	-1	-10	-8	-11	-3	-1	-1	-1	CC(C)Cn1c(SCC(=O)N2CCN(C(=O)c3ccco3)CC2)nc2ccccc2c1=O
1	11	6	-9	0	0	-6	7	4	COC(=O)C(C)Sc1nc2c(c(=O)n(C)c(=O)n2C)n1CCC(C)C (stereo not drawn)
13	1	-6	-4	-15	-2	16	-7	3	C=C1c2ccccc2NC(=O)N1c1ccc(OC)cc1

An excerpt from above in order of the hK5 inh value, smallest number first:
SMILES	Hck Nef HTS	FXIIa inh 1536	FXIa inh 1536	hK5 inh	thrombin 1536	Wee1 degr inh	Runt-CBFb FRET	14-3-3 Bad PPI	Runt-SMMHC FRET
COC(=O)C(C)Sc1nc2c(c(=O)n(C)c(=O)n2C)n1CCC(C)C (stereo not drawn)	1	11	6	-9	0	0	-6	7	4
O=C(O)Cc1csc(NC(=O)CSc2nnnn2-c2ccc(O)cc2)n1	14	5	-5	-2	-12	-2	0	-2	-1
CCn1c(=O)cc(SCC(=O)NCCCN2CCC(C)CC2)c2ccccc21	18	11	3	5	1	8	3	-4	-4

(list continues)
Hck Nef HTS	FXIIa inh 1536	FXIa inh 1536	hK5 inh	thrombin 1536	Wee1 degr inh	Runt-CBFb FRET	14-3-3 Bad PPI	Runt-SMMHC FRET	structure
17	8	2	-2	-4	5	2	-14	1	C=CCNC(=S)Nc1ccc(N(C)C)cc1
2	18	7	-10	0	1	2	-5	0	COc1ccc(-c2nnc(N(C)C(=O)c3cccnc3)s2)cc1
12	-2	-4	8	3	2	0	13	3	Cc1cc(C)c2oc(-c3ccc(C)c(NC(=S)NC(=O)c4cccs4)c3)nc2c1
18	0	-5	6	3	1	0	-2	-4	Cc1cc(C(=O)N/N=C/c2ccco2)n[nH]1
-3	12	9	-10	-1	0	3	-7[fluorescence artefact?]	0	C[C@]12C=CC(=O)C=C1CC[C@H]1[C@@H]3C[C@@H](O)[C@](O)(C(=O)CO)[C@@]3(C)C[C@H](O)[C@@]12F
13	0	-5	-11	-13	2	1	-11	-4	CSc1ncccc1C(=O)OCC(=O)NC(C)(C)C
-2	4	-4	-8	-8	-2	0	2	2	Cc1ccc(S(=O)(=O)N2CCN(C(=O)N(C)C)CC2)cc1C
-1	12	6	-24	-1	-1	-1	8	3	O=C(COc1ccccc1Cl)N(Cc1ccco1)C1CCS(=O)(=O)C1 (stereo not drawn)
21	7	1	1	-6	0	-1	0	0	COc1nc(-c2cccc([N+](=O)[O-])c2)nc2ccccc12
26	11	1	0	1	.	1	-11	0	COc1ccc(C2CC(O)(c3ccccc3)Oc3cc(OC)ccc32)cc1 (stereo not drawn)
1	19	17	-20	-1	2	-1	8	-1	CCOc1ccccc1NC(=O)CCN(c1ccc(C)cc1)S(=O)(=O)c1ccccc1
-3	-14	-3	5	-5	-2	2	3	3	COc1ccc(OC)c(N/C=C2/CCCCC2=O)c1
-3	2	-6	-12	-3	0	-1	-16	0	CCOP(=O)(OCC)C(NC(=O)c1ccc(OC)c(OC)c1)c1ccccc1 (stereo not drawn)
